PTAP TSG101 blk: blocks PTAP/TSG101 interaction to inhibit HIV-1 budding | 340,000 tested, under 10 active | Fluorescence polarization, FITC-PTAP peptide / Tsg101 binding | Q99816 | Potency, µM (highest dose often 115 µM), for inactives: top-dose activity change, negative = inhibition, usual class: inhibitors | AID 493005; active = well fitted inhibition curve with a large enough effect in the main read-out, with a control signal flat, not every such curve was filed as active; inconclusive = small, poorly fitted or top-dose-only effect, or effect the other way, or a change in a side signal; inactive = no such curve, though single readings can be large or run the other way; also: potency is read from the fitted curve at half-maximal effect; % of control where 0% means no effect
Target sequence (Q99816 whole entry, looked up): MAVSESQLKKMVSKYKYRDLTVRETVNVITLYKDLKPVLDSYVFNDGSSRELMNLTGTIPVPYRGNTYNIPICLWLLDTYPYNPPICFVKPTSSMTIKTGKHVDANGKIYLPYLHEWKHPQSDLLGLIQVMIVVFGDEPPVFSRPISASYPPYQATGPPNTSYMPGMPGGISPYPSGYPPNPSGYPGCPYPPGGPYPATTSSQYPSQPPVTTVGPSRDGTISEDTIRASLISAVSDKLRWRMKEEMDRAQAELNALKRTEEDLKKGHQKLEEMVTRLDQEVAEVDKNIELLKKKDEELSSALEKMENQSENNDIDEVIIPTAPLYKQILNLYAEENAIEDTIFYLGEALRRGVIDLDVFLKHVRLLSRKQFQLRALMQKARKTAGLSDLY
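FP read-out: FITC-PTAP peptide, 50 nM final, binding Tsg101 binding domain, 10 uM final; 20 min, r.t.; 10 mM HEPES pH 7.5, 0.15 M NaCl, 0.01% Tween 20, 3 mM EDTA, 0.1 mM TCEP.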
TCR act: activates T cell receptor signaling. AID 504894. Potency, µM (doses to about 9.22 µM), for inactives: at the top dose activation of IL-2 secretion, usual class: activators. primary human leukocytes, anti-CD3, IL-2 HTRF, 48 h. 330,000 tested, under 10 active; also: % of control where 0% means no effect
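Primary human leukocytes incubated 48 hr with anti-CD3 beads plus compound, without co-stimulation. Secreted IL-2 measured by HTRF (europium cryptate/d2 anti-IL-2 pair, 320 nm excitation, 665 nm emission).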
B2AR arrestin: agonists driving beta-arrestin recruitment to human beta2-adrenergic receptor. P07550. hit rate 0.02% among 330,000. beta-arrestin recruitment to beta2AR, cell-based reporter. Potency, µM (titrated, usually from 46.1 µM), without a hit: at the highest dose activation, hits mostly activators. AID 492947;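 also: potency is read from the fitted curve at half-maximal effect; 0% = DMSO controls and full agonism = EC100 isoproterenol or metaproterenol; nearly all actives have a fitted effect of over 65% in size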
Target sequence (P07550 whole entry, looked up): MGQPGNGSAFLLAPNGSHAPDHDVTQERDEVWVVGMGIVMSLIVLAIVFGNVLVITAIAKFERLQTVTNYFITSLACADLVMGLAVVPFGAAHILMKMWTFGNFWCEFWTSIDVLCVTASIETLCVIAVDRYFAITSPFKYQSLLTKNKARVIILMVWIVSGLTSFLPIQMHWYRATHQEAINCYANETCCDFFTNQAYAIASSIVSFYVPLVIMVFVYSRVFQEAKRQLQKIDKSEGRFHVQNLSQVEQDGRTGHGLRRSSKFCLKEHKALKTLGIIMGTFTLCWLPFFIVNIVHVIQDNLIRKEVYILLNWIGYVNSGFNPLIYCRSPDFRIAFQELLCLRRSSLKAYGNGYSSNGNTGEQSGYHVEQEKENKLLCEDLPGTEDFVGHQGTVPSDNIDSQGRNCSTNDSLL
CXXC DNA block: inhibitors of human MLL CXXC domain-DNA interaction. Potency, µM (series often up to 115 µM), without a hit: top-dose activity change, negative = inhibition, actives largely listed as inhibitors. MLL-CXXC / FITC-HOXA9 DNA fluorescence polarization. Q03164. hit rate 0.037% among 290,000; active = well fitted inhibition curve with a large enough effect in the polarisation, with a control signal flat, not every such curve was filed as active; inconclusive = small, poorly fitted or top-dose-only effect, or effect the other way, or a change in a side signal; inactive = no such curve, though single readings can be large or run the other way; the % refers to the polarisation; also: potency is read from the fitted curve at half-maximal effect
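Fluorescence polarization: 7 uM MLL-CXXC (stock) preincubated 5 min with compounds, then 50 nM fluorescein-HOX-A9 DNA (stock) added; 30 min ambient. Buffer 50 mM Tris-HCl pH 7.5, 50 mM NaCl, 1 mM DTT, 0.05% BSA.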
TRPV1 agonist: human TRPV1 agonism; TRPV1-expressing cells, Fluo-8 calcium influx, agonist mode; AID 540275; hit rate 0.19% among 320,000; activation, % at 8.33 µM; Q8NER1; in the data active = activation above about 80%; inconclusive = between about 30% and that limit; also: 0% is about no effect
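Fluo-8 calcium influx in TRPV1-expressing cells, kinetic read (ex 480/em 520 nm). Compound added and read 3 min for agonist activity, followed by capsaicin at EC20 final and 2 min further read for enhancement.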
Integrin act MD: activates integrin-mediated alleviation for muscular dystrophy; alpha7betagal myoblasts, beta-gal FDG fluorescence, 48 h; Potency, µM (titrated, usually from 38.3 µM), for inactives: at the highest dose activation, most hits filed as activators; hit rate 0.064% among 350,000;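 also: potency is read from the fitted curve at half-maximal effect; 100% = response of the positive control SU9516; nearly all actives have a fitted effect of over 60% in size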
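Alpha7betagal+/- myoblasts (passage 13) were plated 16-24 hr, then exposed to compounds (1:260 dilution of DMSO stock) for 48 hours at 37C. After MPER lysis, β-galactosidase reporter activity was read as FDG fluorescence (ex 480/em 540) after 30 minutes.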
A-T KAP1 phos: potential ataxia-telangiectasia treatments restoring KAP-1 phosphorylation. […] A-T fibroblasts, KAP-1 phosphorylation AlphaLISA; neocarzinostatin DNA damage 30 min before lysis. Potency, µM (top dose mostly 57.5 µM), without a hit: at the highest dose activation, actives largely listed as activators. hit rate 0.19% among 320,000. AID 485349; also: potency is read from the fitted curve at half-maximal effect; % of control where 0% means no effect; nearly all actives have a fitted effect of over 45% in size
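hTERT-immortalized A-T patient fibroblasts ([…]), 500 cells/well in OPTI-MEM, 1% FBS, got compounds for 60 min, then NCS for 30 min at 37C. Lysates were then assayed for phospho-KAP-1 by AlphaLISA (anti-pKAP1 donor, anti-KAP1 acceptor beads), 6 hr at 25C.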
BRCA1 expr up: BRCA1 expression activation | Potency, µM (doses to about 46.1 µM), for the others: at the top dose activation, hits mostly activators | MCF7-BRCA1-FFLuc reporter, luminescence, 48 h; response scale: scaled: vehicle 0%, 10 µM genistein 100% | hit rate 1.1% among 380,000 | AID 624202; also: potency is read from the fitted curve at half-maximal effect; nearly all actives have a fitted effect of over 80% in size; some results filed as inactive show a strong effect at the top dose
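Reporter cells (MCF7, BRCA1 promoter-firefly luciferase) received library compounds across a concentration series for 48 h. End-point luminescence was measured and concentration-effect curves derived after normalization.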
ELG1 repair inh: ELG1-dependent DNA repair inhibition; HEK293T ELG1-luciferase reporter, luminescence, 16 h; DNA damage induced by 5-fluorouridine; Potency, µM (doses to about 46.1 µM), for the others: at the highest dose activity change, negative = inhibition, usual class: inhibitors; hit rate 2.3% among 330,000; also: potency is read from the fitted curve at half-maximal effect; % is scaled to controls: 0 for no effect and ±100 for the full control effect; nearly all actives have a fitted effect of over 55% in size
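Cells (2,000 per well) received 5-fluorouridine plus test compound or DMSO and were incubated 16 hr at 37 °C, 5% CO2. Luciferase activity was read by luminescence 30 min after ONE-Glo addition; signal suppression marked inhibition of damage-induced ELG1 function.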
p53 reactivation: re-activators of mutant p53; hit rate 0.063% among 320,000; Potency, µM (highest dose often 92.2 µM), for the others: at the top dose activity change, positive = activation, hits mostly activators; H1299 p53-A138V BP100-luciferase reporter, luminescence, 24 h; also: potency is read from the fitted curve at half-maximal effect; % of control where 0% means no effect; nearly all actives have a fitted effect of over 45% in size
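p53-null H1299 cells stably carrying temperature-sensitive p53-A138V and a BP100-luciferase reporter were pinned with compounds (4-point, 1:5 series) and held 24 hrs at 37 deg C. Luminescence was read 10 min after detection reagent.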
Active calls of the source: *; ? = inconclusive; · = no result given; [ ] = another dose, or the depositor's remark. Unless noted, calls follow the shape of the dose curve; as a rule, active = well fitted curve in the direction sought with a large enough effect; inconclusive = small, poorly fitted or top-dose-only effect, or another doubt; inactive = no such curve, though single readings can be large; an effect the other way counts as inactive or inconclusive.

SMILES	PTAP TSG101 blk	TCR act	B2AR arrestin	CXXC DNA block	TRPV1 agonist	Integrin act MD	A-T KAP1 phos	BRCA1 expr up	ELG1 repair inh	p53 reactivation
COc1ccc(NC(=O)Nc2ccc(N3CCOCC3)c3nonc23)c(OC)c1	1.9%	4.5%	-0.4%	7.1%	-4.8	-0.5%	4.9%	37.9%	18.3%	-0.5%
O=C(Cc1cccc2ccccc12)Nc1ccc(N2CCOCC2)cc1	1.0%	-4.9%	-1.0%	-11.1%	-1.7	-1.4%	-3.7%	2.2%	13.1%	-1.6%
CCC(=O)c1ccc(SC(=O)N(C)C)cc1O	4.4%	1.7%	2.8%	-3.0%	6.0	0.0%	3.5%	57.2%	?	15.0%
Cc1ccc(-c2cc(C(=O)N3CCN(c4ccc(O)cc4)CC3)c3ccccc3n2)cc1	-3.7%	·	0.0%	·	·	6.4%	8.8%	-17.7%	?	21.3%
Cc1ccc(Cl)c(OCC(=O)Nc2cccnc2)c1	-1.5%	-3.1%	-0.5%	-17.0%	22.3	2.8%	?	-17.3%	?	23.1%
COc1ccccc1C(=O)NC1CCN(C(=O)Nc2ccc(C)cc2)CC1	2.6%	-5.0%	-0.2%	28.6%	?	3.2%	2.1%	-7.5%	-6.2%	-4.1%
CSc1ncccc1C(=O)OCC(=O)NC(C)CCc1ccccc1 (configuration not stated)	2.2%	-3.9%	0.0%	·	·	2.1%	5.5%	-7.1%	0.0%	-0.6%
CCOc1ccc(CCNC(=O)CCOc2cc(C)ccc2C)cc1OCC	2.4%	-3.0%	-0.6%	-2.6%	2.6	-10.7%	-2.9%	-31.9%	-13.4%	-7.1%
Cc1ccc(S(=O)(=O)Nc2ccc3c(c2)OCCO3)cc1	-2.3%	-1.0%	0.0%	1.1%	-2.7	0.8%	-0.6%	-0.8%	-10.9%	0.8%
CN(Cc1ccccc1)C(=O)COC(=O)CCN1C(=O)C2CC=CCC2C1=O (configuration not stated)	-3.4%	15.1%	0.1%	·	0.2	41.6%	7.3%	-23.3%	27.0%	1.8%
O=C(NCC1CCCO1)c1ccccc1NS(=O)(=O)c1cccc([N+](=O)[O-])c1 (configuration not stated)	-6.3%	0.8%	0.4%	·	·	-28.1%	4.2%	-9.9%	-2.7%	8.4%
COc1ccc(NC(=O)c2ccc(F)cc2)cc1S(=O)(=O)Nc1cc(C)ccc1Br	-3.7%	3.8%[46.1 µM]	0.5%	10.5%	-1.8	-16.1%	3.3%	-85.5%	?	2.2%
O=C(c1cc(COc2ccc(F)cc2Cl)on1)N(CCO)Cc1cccs1	0.2%	1.0%	-0.6%	0.7%	-8.6	44.7%	3.6%	28.4%	25.4%	-2.6%
O=C(CCCOc1ccc(Cl)cc1Cl)NC(Cc1ccccc1)C(=O)O (configuration not stated)	-2.8%	0.4%	·	·	·	0.0%	·	-9.0%	·	·
CN(C)/C=C/C=C1C(=O)CCCC1=O	0.3%	3.8%[46.1 µM]	0.2%	0.1%	-1.9	-7.5%	-4.7%	0.9%	9.6%	16.3%
CC(C)CSc1nsc(N)n1	-4.6%	0.3%	-0.2%	19.7%	-1.0	7.2%	1.2%	12.6µM*	?	27.6%
Cc1c(NC2=CC(=O)CC(C)(C)C2)ccc([N+](=O)[O-])c1C	-1.3%	1.6%[46.1 µM]	-2.2%	-1.0%	2.7	-12.6%	3.2%	-15.6%	1.0%	-1.6%
O=C(COc1ncnc2ccccc12)NC(=O)NCc1ccccc1	-6.0%	7.2%	0.1%	-15.6%	2.5	-14.0%	2.6%	0.8%	-8.2%	-2.0%
Fc1ccc(Oc2nc(-c3ccccc3)nnc2C(F)(F)F)cc1	1.0%	-2.8%	0.5%	7.3%	0.0	15.0%	13.3%	11.3%	-1.0%	-3.4%
CC(C)N1CCN(Cc2cccc(-c3ccco3)c2)CC1CCO (configuration not stated)	5.2%	0.6%	0.1%	-8.3%	-3.1	-11.7%	4.9%	-9.1%	-14.1%	-3.1%
CC(=O)Nc1cccc(C)c1	-1.7%	-12.7%	-1.0%	·	1.5	·	3.6%	6.6%	9.8%	7.3%
CC(=O)Nc1ccc(S(=O)(=O)Nc2ccc(Nc3ccccc3)cc2)cc1	-0.7%	10.3%	0.2%	8.5%	-2.4	10.4%	-14.7%	0.6%	-3.6%	-8.0%
O=[N+]([O-])c1ccc(CN2C=NS(=O)(=O)c3ccccc32)cc1	-1.0%	-36.4%	0.1%	1.6%	-0.8	31.9%	0.7%	31.1%	-1.1%	-1.8%
COc1ccc(OC)c(NC(=O)c2nnn(CCc3ccccc3)c2N)c1	2.5%	1.6%	-0.1%	27.8%	5.3	0.0%	-0.7%	15.4%	?	-4.5%
CC(=O)Nc1ccc(NC(=O)CSc2nnc(CC(C)O)n2-c2ccccc2)cc1 (configuration not stated)	1.0%	-3.8%	-0.1%	14.9%	-2.0	-11.8%	12.6%	-20.7%	-2.1%	9.9%
COc1ccc(Cn2c(O)c(C=Nc3ccc(O)cc3)c3ccccc3c2=O)cc1	?	1.0%[46.1 µM]	3.4%	?	?	-3.1%	-1.3%	-51.7%	23.1µM*	-2.2%
CCC1CCCCN1C(=O)CSc1nc2ccsc2c(=O)n1Cc1ccccc1 (configuration not stated)	-8.2%	3.7%	-0.1%	-4.7%	23.5	-4.2%	·	-35.8%	?	-2.2%
COc1ccc(C)cc1Nc1n[n+](C)c(-c2ccc(O)cc2O)s1	0.1%	-18.9%	-0.8%	-3.7%	-2.3	0.0%	0.9%	0.0%	9.2%	·
CCCC(=O)N1c2ccccc2C(=C2SC(C(=O)OC)=C(C(=O)OC)S2)C(=S)C1(C)C	-0.4%	2.4%[46.1 µM]	-0.1%	-7.8%	-0.8	-12.2%	-4.7%	-28.3%	?	6.3%
CN1C2CCC1CC(NC(=O)c1cccc(C(F)(F)F)c1)C2 (configuration not stated)	-1.6%	6.8%	0.3%	?	0.5	19.8%	-8.8%	2.4%	1.2%	6.5%
CCOC(=O)CSc1ccc2nnc(-c3cccs3)n2n1	0.8%	-8.4%[46.1 µM]	-0.4%	0.7%	-0.7	17.7%	-2.7%	3.9%	0.4%	10.4%
O=C(NCCCN1CCOCC1)c1cc2c(s1)CCC2	-9.3%	-2.0%	-0.7%	-4.1%	1.5	7.2%	0.6%	60.1%	?	11.9%
CCOC(=O)C1CCCN(c2nc3ccccc3nc2C(C#N)C(=O)OC(C)COC)C1 (configuration not stated)	0.3%	-2.3%[46.1 µM]	-0.7%	?	?	-11.1%	1.2%	-13.5%	?	-6.8%
CCOC(=O)C1C(=O)C=C(Nc2ccccc2F)CC1c1ccccc1 (configuration not stated)	-1.8%	2.3%[46.1 µM]	3.2%	0.4%	17.7	9.7%	-12.7%	?	?	29.3%
CN(C(=O)CS(=O)(=O)c1cccc(Cl)c1)c1ccccc1	0.2%	3.1%	-0.5%	8.7%	5.0	-5.5%	-1.2%	32.2%	-3.6%	-4.2%
N#Cc1ccc(C(=O)Nc2cc(S(=O)(=O)N3CCOCC3)ccc2N2CCCC2)cc1	0.4%	2.5%	-0.2%	·	·	4.3%	12.6%	-23.7%	-3.9%	-0.6%
COc1cccc(CN2CCNC(=O)C2CC(=O)NC2CCCCCCC2)c1 (configuration not stated)	-10.2%	-4.3%	-1.0%	?	-13.1	-23.9%	2.0%	-45.1%	17.3%	-4.8%
COc1ccc(OCc2cc(=O)[nH]c3ccccc23)cc1	-1.5%	·	-1.0%	7.0%	5.5	-17.8%	3.3%	-15.5%	-8.5%	·
COc1ccc(N2CCN(Cc3cc(=O)oc4ccc(C)cc34)CC2)cc1	-2.4%	2.3%	2.3%	5.1%	4.1	-0.8%	·	-5.2%	-4.9%	-3.4%
COCCCNC(=O)CSC1=Nc2ccccc2C2=NC(c3ccccc3)C(=O)N12 (configuration not stated)	-3.6%	5.3%	0.2%	1.5%	-2.2	-17.6%	9.2%	-19.2%	-6.1%	-0.6%
COC(=O)c1ccccc1C(=O)N1CCCC(CCC(=O)NCc2ccc(F)c(F)c2)C1 (configuration not stated)	-5.7%	-0.3%	-0.9%	10.3%	22.0	7.8%	0.4%	0.0%	?	16.3%
O=C(CSc1nc2ccccc2c(=O)n1-c1ccc(F)cc1)Nc1ccc(C(=O)O)cc1	-3.4%	6.9%	0.5%	-8.4%	-1.2	-5.3%	26.7%	4.5%	13.4%	-0.4%
CCOc1cc(C(=O)Nc2ccc(N3CCN(C(C)=O)CC3)cc2)cc(OCC)c1OCC	-1.8%	-1.6%	0.2%	2.6%	1.2	0.0%	-14.2%	-41.3%	?	·
